Compound activity (PubChem)
FN deposit inh = fibronectin deposition inhibition; inhibition, % at 12.6 µM; AH1F fibroblasts, Alexa488-fibronectin deposition fluorescence, overnight; actives 0.086% (n = 350,000);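 active = mean inhibition across replicates of 30% or more, regardless of how many single replicates reach that level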;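 also: positive control wells lacked labelled fibronectin entirely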
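Material: AH1F fibroblast monolayer depositing Alexa488-labelled fibronectin into matrix / Amount: 10000 AH1F cells per well / Signal: fluorescence 485/525 nm / Medium: DMEM, 2% serum / Compound: single dose, pinned / Incubation: 1 h cell adhesion before compound, then overnight fibronectin incubation / Reagent: Alexa488-FN, 24 nM final / Read-out: inhibition of fibronectin deposition signal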
GSIS activator = primary screen for activators of insulin secretion dependent on glucose, INS-1E cells, GLuc reporter luminescence. INS-1E GLuc reporter insulin secretion, 2-3 h. activation, % at 16.6 µM. actives 0.61% (n = 370,000). AID 743287;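 active = lowest replicate activation of at least 40%, so every replicate reaches that level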;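 also: 0% = median of neutral control wells and 100% = median of IBMX positive control wells; some compounds called inactive have numbers as strong as hits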
PglD DTNB = PglD (C. jejuni) enzyme inhibition; AID 602405; actives 0.098% (n = 360,000); purified PglD enzyme, DTNB colorimetric CoA detection; inhibition, % at 12.5 µM; in the data active = inhibition above about 16%, passing the limit was not always enough; also: strong numbers were not always called active
Cneo AK release = Cryptococcus neoformans lysis via adenylate kinase release | lysis activity, % at 15 µM | C. neoformans lysis, adenylate kinase release luminescence, 4 h; normalised: neutral wells 0, clomiphene wells 100 | actives 0.2% (n = 360,000);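 active = mean lysis activity across replicates of at least 80%, whatever share of replicates individually reach that level; inactive = mean lysis activity below 80%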
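Assay system: C. neoformans cells. Amount: yeast cell density of 5 × 10^6 cells/mL. Technique: AK luminescence. Buffer or medium: YPD. Times: static 4 h at 37 °C with compound, 1 h detection. Dosing: single-point compound dose. Read-out: lysis from increased AK signal.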
C2C12 statin = protects C2C12 myotubes from simvastatin toxicity. ATP luminescence, 48 h; scaled: DMSO 0, geranylgeraniol control 100. rescue of ATP level, % at 7.49 µM. actives 0.78% (n = 330,000);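 active = mean ATP rescue above about 67%, or every replicate alone reaching that limit, limit read from the data, passing the limit was not always enough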;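 also: myotubes were challenged with 10 µM simvastatin during compound exposure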
PGC1a acetyl inh = lowers PGC1a acetylation signal in U2OS cells; AlphaScreen anti-acetyl-lysine; with virally co-expressed GCN5 acetyltransferase; actives 0.17% (n = 350,000); inhibition, % at 15.6 µM;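 active = every replicate shows inhibition of at least 40%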;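 also: 0% = neutral control wells and 100% = positive control wells; some results beyond the cut were filed as inactive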
CFTR F508del cor = correctors of CFTR F508del function in bronchial epithelial cells | CFBE cells, YFP halide quenching; stimulated with forskolin plus potentiator P3; % fluorescence drop versus neutral controls | activity (quench increase), % at 7.58 µM | actives 0.36% (n = 350,000) | AID 720511;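 active = mean added fluorescence quench of at least 8% versus neutral control, with both replicates also reaching 8%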;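 also: cells transiently co-express mutant CFTR-F508del with the halide-sensitive YFP; corrector assay measuring rescue of mutant channel to the surface after 24 h compound exposure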
miR-122 sensor = blocks miR-122 activity in Huh7 sensor cells | Huh7 miR-122 Renilla luciferase sensor, 48 h; neutral wells = 0, positive control = 100 | activation (reporter increase), % at 12.5 µM | actives 0.3% (n = 340,000) | AID 602342;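 active = mean replicate activation score at least 90 and every replicate individually at or above 90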;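 also: higher luciferase means less miR-122 activity so hits act as miR-122 inhibitors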
* = called active by the depositor; . = no result given; [ ] = remark or other dose. Random draw from the library. About 2.1% of those tested had a hit in this group.

Every second line gives: GSIS activator, Cneo AK release, PGC1a acetyl inh, miR-122 sensor, C2C12 statin, FN deposit inh, CFTR F508del cor, PglD DTNB
COCC#Cc1cnc2c(c1)C(=O)N([C@H](C)CO)C[C@H](C)[C@H](CN(C)C(=O)C1CC1)O2
 : 16, 101*, -1, 7[16.7 µM], 4, -18, 2.7, 0
COc1ccc(C)cc1S(=O)(=O)N(C)CC(=O)Nc1ccccc1
 : ., 0, -3, 8, 27, ., ., -2
CCOCCCn1c(=S)[nH]c2cc3c(cc2c1=O)OCO3
 : ., 0, -11, 24, 5, 2, ., .
CN(Cc1ccc(OC(F)F)cc1)C(=O)c1ccc(S(=O)(=O)N(C)c2ccccc2)cc1
 : ., 0, -6, -11, -11, 8, 1.7, 2
N=C(N)c1ccc(OCCCCCOc2ccc(C(=N)N)cc2)cc1
 : 2, -4, 10, -6, -136, -7, 3.2, 2
Cc1cccc(NC(=S)N(CCCN2CCOCC2)Cc2ccco2)c1
 : 3, 2, ., -4, -3, ., -2.2, 2
COCC(=O)NC[C@@H]1[C@H](c2ccccc2)[C@@H](CO)N1C(C)=O
 : 5, -9, -5, -29[16.7 µM], 0, 2, 0.4, -3
Cc1ccccc1NC(=O)CN1CCN(C)CC1
 : 5, 2, 8, -3, 2, 0, -2.6, -4
CC1Cc2cc(S(=O)(=O)NCc3ccccc3)ccc2N1C(=O)C1CCC1 (stereo not drawn)
 : 22, -3, 5, 43, -23, -1, -3.1, -7
CC(C)NC(=O)N1C[C@H]2[C@@H](c3ccccc31)[C@@H](CO)N2C(=O)c1ccc(F)cc1
 : 5, -2, 1, 8[16.7 µM], -14, ., -3.1, -3
C[C@@H]1CN([C@@H](C)CO)C(=O)Cc2cc(NC(=O)Cc3cn(C)c4ccccc34)ccc2O[C@H]1CN(C)CC1CCCCC1
 : -12, 57, -16, -29[16.7 µM], 21, -1, -1.1, 2
Cc1cccnc1NC(=O)c1ccc(S(=O)(=O)NCc2ccco2)cc1
 : -5, ., ., 9, -4, -5, 0.3, .
O=C(Cn1nnc(-c2ccccc2)n1)N/N=C/c1cc([N+](=O)[O-])ccc1O
 : -6, -2, ., -6, ., -2, ., 0
Cc1ccc(NC(=O)C2=C(C(=O)O)CCCC2)cc1F
 : 3, 0, ., ., 5, -1, -6.8, 3
COc1cc2c(cc1OC)C(C(=O)NCCN(C)C)C(c1cccs1)N(C)C2=O (stereo not drawn)
 : 4, ., 8, ., ., 6, 1.7, .
CCOC(=O)c1cnc2cc3c(cn2c1=O)CCCC3
 : ., 0, -5, -2, 2, ., ., -1
COc1ccc(Cn2c(C(F)(F)F)ccc(C(N)=O)c2=O)cc1
 : 13, ., 0, ., ., -6, 1.3, .
COc1ccc(OC)c(C2C(C(N)=O)=C(C)Nc3nc(CCCO)nn32)c1 (stereo not drawn)
 : 1, 1, 3, -1, -13, ., -1.3, 1
COc1cc2c(cc1NC(=O)/C=C/c1ccc([N+](=O)[O-])cc1)oc1ccccc12
 : 7, -2, -2, -6, ., 3, -5.6, -4
Cc1ncc(CN2CCN(CCc3ccccc3)C(CCO)C2)s1 (stereo not drawn)
 : 8, 1, ., 1, 8, -9, -3.4, 5
CCn1c(CC(=O)Nc2ccc(C)cc2)n[nH]c1=S
 : 31, ., 5, ., ., -2, 0.6, .
O=C(C1=C[C@H](c2coc3ccccc3c2=O)C[C@H](OCc2ccc(CO)cc2)O1)N1CCCCCCC1
 : ., -11, -2, ., ., ., 0.9, 5
COc1ccc(CNC(=O)COC(=O)c2ccccn2)cc1
 : -4, ., 6, 3, ., 3, -1.8, .
CCOC(=O)c1cc2sccc2n1Cc1ccccc1
 : ., -2, 15, 4, -5, ., ., -3
O=C(C[C@H]1C=C[C@H](NS(=O)(=O)c2ccc(F)cc2)[C@@H](CO)O1)NCCc1ccncc1
 : -6, -1, 1, ., 0, ., -0.7, 0
Cc1cc(C)c2cc(C(=O)N3CCc4ccccc4C3)[nH]c2c1
 : -7, 2, ., 24, 25, 4, 0.0, -3
CCOC(=O)c1[nH]c(C)c(C(=O)OCC(=O)NC(C)c2ccc(F)cc2)c1C (stereo not drawn)
 : 10, -2, -5, 19, -13, 26, 7.4, 1
Nc1nc(SCC(=O)N2N=C3/C(=C/c4ccco4)CCCC3C2c2ccco2)n[nH]1 (stereo not drawn)
 : ., 6, 6, -6, 6, ., ., -5
C[C@@H]1CN([C@@H](C)CO)C(=O)Cc2cc(NC(=O)Nc3ccccc3)ccc2O[C@@H]1CN(C)S(=O)(=O)c1cn(C)cn1
 : 2, -1, 1, 1[16.7 µM], -25, ., -2.0, 1
O=C(c1ccc(-c2ccc([N+](=O)[O-])cc2)o1)N1CCCC(C(F)(F)F)C1 (stereo not drawn)
 : -13, 3, ., ., -22, -5, 1.6, -8
CCOC(=O)/C(C#N)=C/c1c(N2CCN(C)CC2)nc2ccccn2c1=O
 : 11, -1, -13, 1, -1, 4, -1.3, -13
CCN(CC(=O)NCc1cccs1)C(=O)c1cc(=O)[nH]c2ccccc12
 : 4, 0, ., ., 4, ., -2.0, 3
CC(C)(C)[S@](=O)N1Cc2cc(C(=O)N3CCOCC3)nc(-c3cccc(-c4ccc(C#N)cc4)c3)c2[C@@H]1CCO
 : -12, 20, 5, ., -2, 0, 1.3, 6
Cc1ccc(NC(=O)Cn2ncc(Cl)c(Cl)c2=O)cc1S(=O)(=O)N1CCCCC1
 : 1, -1, -90, ., 33, 7, -0.5, 2
CCn1c(COc2ccccc2C)nnc1SCC(=O)N1CCN(c2ccccc2)CC1
 : -36, 0, 13, -3, 9, -1, ., 1
COc1ccc(S(=O)(=O)N2CCN(CC3CC=CCC3)CC2)cc1 (stereo not drawn)
 : 4, -1, -7, -1, -9, -2, 2.1, -3
CCOC(=O)C(=O)Cc1nc(OCc2ccccc2)cc(OCc2ccccc2)n1
 : ., -5, 11, ., 9, 2, -0.4, -1
NC(=O)c1ccc(NC(=O)COC(=O)CC2CC3CCC2C3)cc1 (stereo not drawn)
 : 3, 5, 1, 7, 6, 6, -0.5, -5
CCN(CC)C(=O)c1[nH]cnc1C(=O)NCC(=O)OC(C)(C)C
 : 6, 2, 4, -4, 93*, 1, -0.9, -1
COc1ccc(S(=O)(=O)n2ccnc2C)c(C)c1C
 : 26, 0, 27, 6, 1, 5, -0.6, -3

3 entries out of the list, sorted by length of the SMILES, lowest first:
Every second line gives: GSIS activator, Cneo AK release, PGC1a acetyl inh, miR-122 sensor, C2C12 statin, FN deposit inh, CFTR F508del cor, PglD DTNB
CCN(CC)C(=O)c1[nH]cnc1C(=O)NCC(=O)OC(C)(C)C
 : 6, 2, 4, -4, 93*, 1, -0.9, -1
CCN(CC(=O)NCc1cccs1)C(=O)c1cc(=O)[nH]c2ccccc12
 : 4, 0, ., ., 4, ., -2.0, 3
Cc1ccc(NC(=O)Cn2ncc(Cl)c(Cl)c2=O)cc1S(=O)(=O)N1CCCCC1
 : 1, -1, -90, ., 33, 7, -0.5, 2

The results go on.
Every second line gives: GSIS activator, Cneo AK release, PGC1a acetyl inh, miR-122 sensor, C2C12 statin, FN deposit inh, CFTR F508del cor, PglD DTNB
CCCC(=O)c1c[nH]c(C(=O)NCCc2ccccn2)c1
 : ., -2, -11, -6, 8, ., ., -4
CO[C@@H]1CN(C)C(=O)c2cc(NC(=O)C3CC3)ccc2OC[C@H](C)N(C(=O)CN(C)C)C[C@@H]1C
 : 16, 58, -19, 1[16.7 µM], 0, -5, 3.3, 5
Cc1ccc(S(=O)(=O)Nc2ccc3c(c2)CC(=O)N([C@@H](C)CO)C[C@H](C)[C@@H](CN(C)Cc2ccc(Oc4ccccc4)cc2)O3)cc1
 : 7, -5, 9, -12[16.7 µM], 50, ., -4.2, -1
COc1ccc(CCNC(=O)C(C)OC(=O)c2nsc(Cl)c2Cl)cc1OC (stereo not drawn)
 : 0, 4, -1, -1, 2, 2, -2.7, -4
COc1ccc(S(=O)(=O)NCc2ccc3c(c2)cc(C)n3C)cc1
 : ., 2, ., 18, -38, 0, -0.7, 7
COc1ccc(C(=O)NCc2nnc(SCC(=O)Nc3cc(C)cc(C)c3)o2)cc1OC
 : ., 0, -2, 1, ., 12, ., 1
Cc1nc(SC(C)C(=O)NCC2CCCO2)c2cc(-c3ccccc3)sc2n1 (stereo not drawn)
 : 12, -1, ., ., 8, 6, 2.4, 5
CCc1c(C)nc(N2CCN(c3ccc(Cl)cc3)CC2)[nH]c1=O
 : 0, -1, ., ., 10, 1, 0.1, 1
O=C(N[C@H]1CC[C@@H](CCn2cc(-c3ccc(F)cc3)nn2)O[C@H]1CO)c1cnccn1
 : -12, -1, -1, ., -1, ., -3.0, -2
CCN1C[C@@H]2[C@@H]3C(=O)N(C)C(=O)[C@@H]3[C@](CC)(C1=O)N2C(=O)c1ccc(F)cc1
 : -5, 2, 0, 2, 8, 3, -2.6, -3
CCN(CC)CCNC(=O)CNC(=O)c1nn(-c2ccc(OC)c(OC)c2)c(=O)c2ccccc12
 : -14, 6, -2, 8, -12, -8, 1.1, -3
Cc1ccc(S(=O)(=O)CCSc2nc(C)cc(C(F)(F)F)c2C#N)cc1
 : ., -2, -45, -11, -24, ., ., 4
Cc1ccccc1-c1ccc2c(c1)O[C@@H](CN(C)CC1CC1)[C@@H](C)CN([C@@H](C)CO)S2(=O)=O
 : 16, 14, 8, 13[16.7 µM], -18, -2, 1.6, 1
COc1ccc2nc(NC(=O)c3ccc4ncsc4c3)sc2c1
 : ., 0, -6, 3, -66, ., ., 3
Cc1ccccc1S(=O)(=O)Nc1ncnc2sccc12
 : -8, 1, -2, 13, -4, 6, 1.4, -1
C#CCN(C[C@@H]1[C@@H](OC(=O)NCC2CCCCC2)[C@@H](OC(=O)NCC2CCCCC2)Cn2c(=O)ccc(=O)n21)S(=O)(=O)c1ccc(C)cc1
 : -28, 1, 91*, -31, -207, -21, -5.6, -5
C[C@@H]1CN([C@H](C)CO)C(=O)c2cc(-c3ccc(F)cc3)cnc2O[C@@H]1CN(C)CC1CCCC1
 : 2, 2, -2, 1[16.7 µM], 12, -3, 0.3, 3
O=C(NCCc1cccs1)C1CC(c2ccc([N+](=O)[O-])cc2)=NO1 (stereo not drawn)
 : -9, -10, 8, -4, 6, 3, -0.7, 4
Cc1nn(C)c(Oc2cccc(Cl)c2)c1C=O
 : ., 0, -4, 5, -3, -2, ., -3
O=C1NC(CCc2ccccc2)C(=O)N1Cc1ccccc1Cl (stereo not drawn)
 : -15, 3, 7, -2, ., 4, ., -9
N=c1n(Cc2ccccc2)c2ccccc2n1CC(O)COc1ccccc1 (stereo not drawn)
 : ., 2, -16, -20, -33, ., ., 4
Cc1cc(Cl)ccc1OCC(=O)NNC(=O)CCOc1ccccc1
 : -15, 1, ., ., 8, -2, -1.4, -5
CC(C)(C)[C@H]1COC(=O)CCC/C=C/C[C@H](CC(=O)NCCO)C(=O)N1
 : 5, 10, 1, -4, 2, 7, -0.3, -3
CC(C)CCN1CCN(Cc2cccc3nonc23)CC1CCO (stereo not drawn)
 : 4, -1, ., ., ., 6, -3.0, -8
C[C@@H]1CCCCO[C@@H](CN(C)C(=O)NC2CCCCC2)[C@@H](C)CN([C@@H](C)CO)C(=O)c2cc(NC(=O)CCC(F)(F)F)ccc2O1
 : -20, -3, ., 8[16.7 µM], -16, ., -1.2, 2
CCCC(=O)N1CC2(C1)CN(C(=O)c1ccc(F)cc1)[C@@H](CO)c1[nH]c3cc(OC)ccc3c12
 : -4, ., 7, ., ., 6, -1.1, .
CCn1c(SCC(=O)NC2CCCC2)nnc1-c1cccnc1
 : 5, -2, 1, -1, -11, 2, -0.7, -1
CC(C)(C)OC(=O)N1CCC(C(=O)Nc2cccc(C(=O)NCc3ccccc3)c2)CC1
 : -39, -1, 4, -2, -16, 6, 0.0, 0
